IDH1 R132H inh: inhibitors of IDH1 R132H reductase, primary screen, biochemical, plate reader, single point; AID 624101, 2012; 0.18% of 70,000 active; inhibition, % at 10 µM; diaphorase/resazurin fluorescence, 60 min; in the data active = inhibition above about 34%;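 also: 0% = DMSO and 100% = no enzyme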
Target sequence (O75874 whole entry R132H): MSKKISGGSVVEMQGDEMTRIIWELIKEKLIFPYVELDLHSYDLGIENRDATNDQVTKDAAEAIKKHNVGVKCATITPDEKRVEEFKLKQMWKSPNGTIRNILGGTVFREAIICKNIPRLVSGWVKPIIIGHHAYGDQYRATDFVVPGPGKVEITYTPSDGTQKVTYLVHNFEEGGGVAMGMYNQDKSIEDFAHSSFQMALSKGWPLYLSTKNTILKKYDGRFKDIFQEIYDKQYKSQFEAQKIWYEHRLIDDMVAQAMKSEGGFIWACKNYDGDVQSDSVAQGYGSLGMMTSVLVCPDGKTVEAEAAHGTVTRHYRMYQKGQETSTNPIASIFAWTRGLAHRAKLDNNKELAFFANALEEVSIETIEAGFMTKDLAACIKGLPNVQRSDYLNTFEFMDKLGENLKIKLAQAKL
PRC2 inh: EZH2/PRC2 methyltransferase inhibitors, primary screen, biochemical, DELFIA time-resolved fluorescence, single point; AID 651548, 2012; inhibition, % at 12.5 µM; PRC2 H3K27 methylation, DELFIA TRF, 1 h; Histone-lysine N-methyltransferase EZH2 (Homo sapiens), Q15910; 0.35% of 57,000 active;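 active = mean inhibition of replicates at least 50% and every single replicate also reaching 50%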;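 also: dimethyl H3K27 on biotinylated H3 21-44 peptide detected by antibody; plate controls were median neutral control wells for no effect and median positive control wells for full effect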
* hit, by the source's call; . = not tested or not shown. This is a subset; the hit share may differ from the screen's.

compound	IDH1 R132H inh	PRC2 inh
C[C@H](CO)N1C[C@H](C)[C@H](CN(C)C(=O)Nc2ccc(C(F)(F)F)cc2)Oc2ccc(NC(=O)Nc3ccc(C(F)(F)F)cc3)cc2C1=O	0.0	.
COc1ccc([N+](=O)[O-])cc1N(CC(=O)N1CCOCC1)S(C)(=O)=O	-0.2	3.2
COc1ccccc1CNC(=O)C[C@@H]1C[C@@H]2c3cc(NC(=O)NC4CCCC4)ccc3O[C@@H]2[C@@H](CO)O1	-3.4	-21.3
CO[C@@H]1CN(C)C(=O)c2cc(NC(=O)C3CCOCC3)ccc2OC[C@H](C)N(C(C)=O)C[C@@H]1C	0.3	3.1
Cn1c(SCC(=O)Nc2ccc(Cl)cc2Cl)nnc1C12CC3CC(CC(C3)C1)C2	-0.1	5.0
COc1ccc(NC(=O)N(C)C[C@H]2Oc3cc(-c4ccncc4)ccc3S(=O)(=O)N([C@H](C)CO)C[C@@H]2C)cc1	0.9	7.1
C[C@@H]1CN([C@@H](C)CO)C(=O)c2cc(C3=CCCC3)cnc2O[C@@H]1CN(C)Cc1cccnc1	4.0	9.5
Cc1nn(CC(O)COc2ccc(C(=O)c3ccccc3)cc2)c(C)c1Br (stereo unspecified)	2.8	18.2
C[C@@H]1CN([C@@H](C)CO)C(=O)Cc2cc(NS(=O)(=O)c3ccc(F)cc3)ccc2O[C@H]1CN(C)C(=O)NC1CCCCC1	0.1	-7.2
O=C(C[C@@H]1C[C@H]2c3cc(NS(=O)(=O)c4ccc(F)cc4)ccc3O[C@H]2[C@H](CO)O1)NCc1ccc(-c2ccccc2)cc1	-0.4	24.4
CCC(=O)N(C)C[C@@H]1Oc2cc(-c3cncnc3)ccc2S(=O)(=O)N([C@@H](C)CO)C[C@@H]1C	-0.6	.
C[C@@H]1CN([C@@H](C)CO)C(=O)c2cccc(N(C)C)c2O[C@@H]1CN(C)Cc1ccc(Cl)c(Cl)c1	-1.8	7.1
COc1ccc(S(=O)(=O)Nc2ccc3c(c2)CC(=O)N([C@H](C)CO)C[C@@H](C)[C@H](CN(C)S(=O)(=O)c2ccccc2)O3)cc1	-0.3	.
COc1ccc(-c2ccc(CCC(=O)O)n2-c2ccc(C(=O)O)cc2)cc1	1.1	2.1
CNC[C@@H]1OCCCC[C@H](C)Oc2ccc(NC(=O)Nc3c(C)noc3C)cc2C(=O)N([C@@H](C)CO)C[C@@H]1C	3.2	-4.3
O=C(CSc1nnc(-c2ccc([N+](=O)[O-])cc2)n1-c1ccccc1)N1CCOCC1	-0.1	-16.0
C[C@H]1O[C@@H](O[C@H]2[C@@H](O)C[C@H](O[C@H]3[C@@H](O)C[C@H](O[C@H]4CC[C@@]5(C)[C@H](CC[C@@H]6[C@@H]5C[C@@H](O)[C@]5(C)[C@@H](C7=CC(=O)OC7)CC[C@]65O)C4)O[C@@H]3C)O[C@@H]2C)C[C@H](O)[C@@H]1O	0.2	-6.7
CC(C)(C)S(=O)N1Cc2cc(C(=O)O)nc(-c3cccc(-c4cc5ccccc5o4)c3)c2[C@@H]1CCO (stereo partly specified)	0.5	9.6
COCC(=O)Nc1ccc2c(c1)[C@H]1C[C@H](CC(=O)NCC3CC3)O[C@H](CO)[C@H]1O2	-0.3	-2.5
COc1ccc(NC(=O)Nc2ccc3c(c2)C(=O)N([C@@H](C)CO)C[C@H](C)[C@@H](CN(C)Cc2ccc(C(F)(F)F)cc2)OCCCC[C@H](C)O3)cc1	0.6	.
Cc1ccccc1S(=O)(=O)NCC[C@H]1CC[C@H](NC(=O)Nc2cccc(Cl)c2)[C@@H](CO)O1	-0.3	2.2
C[C@H](CO)N1C[C@H](C)[C@@H](CN(C)Cc2ccccc2F)Oc2cc(C#CCN(C)C)ccc2S1(=O)=O	1.4	-3.1
CO[C@H]1CN(C)C(=O)c2cc(C#N)ccc2OC[C@H]2O[C@H](CC[C@H]2OC)CCN(C)C(=O)[C@H]1C	0.2	-0.5
Cc1ccc(S(=O)(=O)NCC[C@H]2CC[C@@H](NC(=O)c3ccccn3)[C@@H](CO)O2)cc1	-0.3	-3.4
CCCNC(=O)Nc1ccc2c(c1)OC[C@H](C)N(CC1CCCC1)C[C@@H](C)[C@@H](OC)CN(C)C2=O	0.4	-4.5
COc1ccccc1CN(C)C[C@H]1OCc2cn(nn2)CCCC(=O)N([C@H](C)CO)C[C@H]1C	-0.3	3.7
CCC(=O)Nc1ccc2c(c1)OC[C@@H](C)N(Cc1ccc(-c3ccccn3)cc1)C[C@@H](C)[C@H](OC)CN(C)C2=O	0.1	-19.8
Cc1ccc(S(=O)(=O)N(C)C[C@H]2Oc3ccc(NC(=O)c4ccncc4)cc3C(=O)N([C@@H](C)CO)C[C@@H]2C)cc1	-5.8	-7.7
CC(C)NC(=O)Nc1ccc2c(c1)C(=O)N([C@@H](C)CO)C[C@@H](C)[C@H](CN(C)Cc1ccc(-c3ccccc3)cc1)O2	-3.6	-5.1
C[C@H]1CC(=O)C2=C(C1)C(O)C(O)[C@@]1(O)[C@H]2C(=O)c2cccc(O)c2[C@@H]1O (stereo partly specified)	1.3	.
Cc1ccc(S(=O)(=O)N[C@H]2CC[C@@H](CCNC(=O)C3CCCCC3)O[C@H]2CO)cc1	-0.4	17.3
C[C@@H]1CN([C@H](C)CO)C(=O)c2cc(NC(=O)C3CCCCC3)ccc2O[C@@H]1CN(C)C(=O)Nc1ccc(F)cc1	-0.2	-7.3

Shown as labelled records: part of the list above
Cc1ccc(S(=O)(=O)N(C)C[C@H]2Oc3ccc(NC(=O)c4ccncc4)cc3C(=O)N([C@@H](C)CO)C[C@@H]2C)cc1
  IDH1 R132H inh = -5.8	PRC2 inh = -7.7
CC(C)NC(=O)Nc1ccc2c(c1)C(=O)N([C@@H](C)CO)C[C@@H](C)[C@H](CN(C)Cc1ccc(-c3ccccc3)cc1)O2
  IDH1 R132H inh = -3.6	PRC2 inh = -5.1
CCCNC(=O)Nc1ccc2c(c1)OC[C@H](C)N(CC1CCCC1)C[C@@H](C)[C@@H](OC)CN(C)C2=O
  IDH1 R132H inh = 0.4	PRC2 inh = -4.5
COc1ccccc1CN(C)C[C@H]1OCc2cn(nn2)CCCC(=O)N([C@H](C)CO)C[C@H]1C
  IDH1 R132H inh = -0.3	PRC2 inh = 3.7

Later entries:
compound	IDH1 R132H inh	PRC2 inh
COC(=O)c1ccccc1NC(=O)C(C)Oc1ccccc1F (stereo unspecified)	-0.5	-19.2
C[C@@H]1CN([C@@H](C)CO)C(=O)c2cc(NC(=O)Nc3ccc(C(F)(F)F)cc3)ccc2O[C@@H]1CN(C)Cc1ccc(Cl)c(Cl)c1	0.4	.
CC1(C)CC[C@]2(C(=O)O)CC[C@]3(C)C(=CCC4[C@@]5(C)C[C@@H](O)[C@H](O)[C@@](C)(CO)C5CC[C@]43C)C2C1 (stereo partly specified)	0.4	.
C[C@H]1CN([C@@H](C)CO)C(=O)CCCn2nncc2CO[C@H]1CN(C)S(C)(=O)=O	2.2	-3.7
COc1ccc(CN(C)C[C@@H]2Oc3ccc(NC(=O)Nc4ccc(OC)cc4)cc3CC(=O)N([C@H](C)CO)C[C@H]2C)cc1	1.7	.
Cc1noc(C)c1NC(=O)Nc1ccc2c(c1)C(=O)N([C@@H](C)CO)C[C@@H](C)[C@H](CN(C)CC1CCCCC1)OCCCC[C@@H](C)O2	4.9	.
COc1ccc(S(=O)(=O)N(C)C[C@@H]2Oc3c(NC(=O)Nc4c(C)noc4C)cccc3C(=O)N([C@@H](C)CO)C[C@@H]2C)cc1	1.0	.
CNC[C@@H]1Oc2cc(C#CCOC)ccc2S(=O)(=O)N([C@@H](C)CO)C[C@@H]1C	-1.2	-4.5
COc1ccccc1-c1cn(CC[C@@H]2CC[C@H](NC(=O)NC(C)C)[C@@H](CO)O2)nn1	-0.2	2.5
Cc1nnc(Nc2ccc(OCC(=O)N3CCN(c4ccccc4)CC3)cc2)c2ccccc12	-0.2	0.1
O=C(Nc1ccc2c(c1)[C@H]1C[C@@H](CC(=O)N3CCc4ccccc4C3)O[C@H](CO)[C@H]1O2)NC1CCCC1	0.0	-14.0
COCC(=O)Nc1ccc2c(c1)C(=O)N(C)C[C@H](OC)[C@H](C)CN(C(=O)COC)[C@H](C)CO2	-0.1	-0.9
O=C(C[C@H]1CC[C@H](NS(=O)(=O)c2ccc(F)cc2)[C@@H](CO)O1)NC1CCC1	-0.3	3.7
CNC[C@@H]1Oc2ccc(NC(=O)Nc3ccc(F)cc3)cc2C(=O)N([C@H](C)CO)C[C@@H]1C	2.2	.
COCC(=O)Nc1ccc2c(c1)OC[C@H](C)N(C(=O)c1cccnc1)C[C@@H](C)[C@H](OC)CN(C)C2=O	0.6	8.2
CCCC#Cc1cnc2c(c1)C(=O)N([C@@H](C)CO)C[C@H](C)[C@@H](CN(C)C(=O)Cc1ccncc1)O2	50.6*	-15.4
O=C(CCCN1C(=O)c2ccccc2C1=O)Nc1ccc(Cl)c(C(F)(F)F)c1	-0.5	12.8
COc1ccc(NC(=O)Nc2ccc3c(c2)C(=O)N([C@@H](C)CO)C[C@@H](C)[C@H](CN(C)C(=O)NC2CCCCC2)O3)cc1	-0.4	6.8
C[C@H](CO)N1C[C@H](C)[C@H](CN(C)C(=O)Nc2ccccc2)OCCCC[C@H](C)Oc2ccc(N(C)C)cc2C1=O	-1.5	-9.2
Cc1noc(C)c1NC(=O)N(C)C[C@@H]1OCCCC[C@H](C)Oc2ccc(NS(=O)(=O)c3cccs3)cc2C(=O)N([C@@H](C)CO)C[C@@H]1C	3.6	.
C[C@@H]1CN([C@H](C)CO)S(=O)(=O)c2ccc(-c3ccncc3)cc2O[C@H]1CN(C)C(=O)c1ccc2c(c1)OCO2	0.1	5.5
COCC(=O)Nc1ccc2c(c1)C(=O)N(C)C[C@@H](OC)[C@@H](C)CN(Cc1cccnc1)[C@H](C)CO2	-0.3	-2.6
Cc1cc(Cl)ccc1OC(C)C(=O)Nc1cc(C(=O)O)cc(C(=O)O)c1 (stereo unspecified)	-0.3	0.9
COC(=O)C[C@H]1C[C@H]2c3cc(NC(=O)CC4CC4)ccc3O[C@H]2[C@@H](CO)O1	0.8	2.9
COc1ccc(NC(=O)Nc2ccc3c(c2)CC(=O)N([C@H](C)CO)C[C@H](C)[C@H](CN(C)C(=O)Nc2cccc4ccccc24)O3)cc1	-0.6	.
COc1ccc(NC(=O)N(C)C[C@H]2OCCCC[C@H](C)Oc3ccc(NC(=O)Nc4ccccc4)cc3C(=O)N([C@H](C)CO)C[C@@H]2C)cc1	-1.9	.
C[C@H](CO)N1C[C@H](C)[C@@H](CN(C)Cc2ccncc2)Oc2ccc(NS(=O)(=O)c3cccs3)cc2CC1=O	9.9	.
O=C(N[C@@H]1CC[C@H](CCNS(=O)(=O)c2ccc(F)cc2)O[C@H]1CO)C1CCOCC1	-0.2	5.2
COc1ccc(S(=O)(=O)Nc2ccc3c(c2)C(=O)N([C@H](C)CO)C[C@H](C)[C@@H](CN(C)Cc2ccccc2)O3)cc1	1.9	.
CC(C)NC(=O)Nc1ccc2c(c1)C(=O)N([C@H](C)CO)C[C@@H](C)[C@H](CN(C)S(C)(=O)=O)OCCCC[C@@H](C)O2	2.1	.
C[C@@H]1CN([C@@H](C)CO)S(=O)(=O)c2ccc(/C=C/c3ccccc3)cc2O[C@@H]1CN(C)C(=O)Nc1cc(F)ccc1F	-0.3	-12.3
Cn1c(SCC(=O)Nc2c(F)cc(F)cc2Br)nnc1-c1ccco1	-0.1	-0.2
C[C@@H]1CCCCO[C@H](CN(C)C(=O)CCC(F)(F)F)[C@H](C)CN([C@@H](C)CO)C(=O)c2cc(NS(=O)(=O)c3cccs3)ccc2O1	2.1	.
O=C(N/N=C/c1cccnc1)c1ccccn1	.	7.4
CC(=O)N(C)C[C@H]1Oc2cc(C#CC3CC3)ccc2S(=O)(=O)N([C@@H](C)CO)C[C@H]1C	.	-2.8
COc1ccc(C#Cc2ccc3c(c2)O[C@@H](CN(C)C(=O)c2ccccn2)[C@H](C)CN([C@H](C)CO)S3(=O)=O)cc1	-2.3	-8.7
COc1cccc(S(=O)(=O)Nc2ccc3c(c2)[C@@H]2C[C@@H](CC(=O)NCc4ccc(Cl)cc4)O[C@@H](CO)[C@@H]2O3)c1	-0.2	-7.1
O=C(C[C@H]1CC[C@H](NC(=O)C2CC2)[C@@H](CO)O1)Nc1ccccc1	0.2	0.5
C[C@@H]1CN([C@@H](C)CO)C(=O)c2cc(NC(=O)CCC(F)(F)F)ccc2O[C@H]1CN(C)Cc1ccc(-c2ccccc2)cc1	3.6	.
O=C(Cn1cnc2ccccc2c1=O)Nc1ccc(Oc2ccccc2)cc1	-0.6	11.7

A second format for 2 compounds above:
Screens in order – IDH1 R132H inh | PRC2 inh
C[C@@H]1CCCCO[C@H](CN(C)C(=O)CCC(F)(F)F)[C@H](C)CN([C@@H](C)CO)C(=O)c2cc(NS(=O)(=O)c3cccs3)ccc2O1
→ 2.1 | .
O=C(N/N=C/c1cccnc1)c1ccccn1
→ . | 7.4

Screening results from PubChem.
